# Screening results deposited in PubChem by several laboratories.
# M1 agonist: activates the M1 muscarinic receptor | CHO-M1 cells, Fluo-4 calcium fluorescence, agonist mode; stronger effect = higher value | B-score at 10 µM | 3% of 64,000 active | AID 626;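 active = fluorescence rise, raw or as B-score row- and column-corrected plate score, outside the 99.7% band of its plate's samples, either direction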
# M1 antag: M1 muscarinic receptor (rat) antagonism | P08482 | CHO-M1 cells, Fluo-4 calcium, ACh EC80 antagonist mode; stronger effect = lower value | B-score at 10 µM | 3.4% of 64,000 active;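 active = calcium fluorescence response, raw or row-and-column corrected B-score, differing from the plate sample mean either way at a set confidence level, mostly lower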
# HTR1E antagonist: antagonists of human 5-HT1E serotonin receptor. AID 571. P28566. 0.99% of 65,000 active. CHO 5-HT1E Ga15 NFAT-bla reporter, FRET, antagonist. inhibition, % at 6 µM;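 active = inhibition above a set limit, the mean inhibition across every tested compound plus 3 SD, cut at about 29% in these data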;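 also: signal is the 460 over 535 nm emission ratio of beta-lactamase substrate; 0% = agonist plus DMSO wells and 100% = wells without agonist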
# 5HT1a ag: agonists of human 5-HT1a serotonin receptor; CHO 5-HT1a Ga15 NFAT-bla reporter, FRET ratio; 0% basal, 100% maximal reference agonist; activation, % at 10 µM; 0.56% of 65,000 active; AID 567;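 active = activation above the screen-wide mean activation plus 3 SD, cut at about 19% in these data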;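 also: 0% = DMSO wells and 100% = 5-CT at EC100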
# Target sequence (P08908 whole entry, looked up): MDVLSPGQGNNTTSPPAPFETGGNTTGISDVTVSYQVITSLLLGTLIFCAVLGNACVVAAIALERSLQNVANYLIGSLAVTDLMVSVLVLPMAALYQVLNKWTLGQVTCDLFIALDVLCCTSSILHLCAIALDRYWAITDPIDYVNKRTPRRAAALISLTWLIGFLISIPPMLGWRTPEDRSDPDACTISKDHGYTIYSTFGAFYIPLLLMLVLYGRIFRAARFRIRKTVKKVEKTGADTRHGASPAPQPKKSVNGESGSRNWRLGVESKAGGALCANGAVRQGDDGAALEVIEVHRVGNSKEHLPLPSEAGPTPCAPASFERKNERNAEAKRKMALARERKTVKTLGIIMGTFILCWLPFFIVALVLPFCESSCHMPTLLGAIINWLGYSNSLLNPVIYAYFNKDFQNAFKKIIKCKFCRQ
# Jurkat tox 60K: cytotoxic compounds reducing Jurkat cell viability; Jurkat E6.1 viability, ATP luminescence, 48 h; inhibition, % at 4 µM; 1.2% of 56,000 active; AID 463;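 active = inhibition above the mean inhibition of all tested compounds plus 3 SD, cut at about 28% in these data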
# 5-HT1A blocker: blocks the human serotonin 5-HT1a receptor | P08908 | CHO 5-HT1a Ga15 NFAT-bla reporter, antagonist mode | inhibition, % at 10 µM | 0.68% of 62,000 active | AID 612;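 active = inhibition above the mean of all tested compounds plus 3 SD, cut at about 43% in these data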;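 also: receptor stimulated by 5-CT agonist at 100 nM near EC80; beta-lactamase reporter measured by ratiometric fluorescence of a cleavable substrate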
# S1P1 ag pot: activates or potentiates agonism at human S1P1 receptor; P21453; S1P1 CRE-bla cells, forskolin, beta-lactamase FRET, potentiator mode; S1P1 agonist co-added at EC20, 2 nM; 100% = saturating reference agonist, 0% = basal; activation, % at 9.5 µM; 0.57% of 56,000 active; AID 449;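 active = activation above a cutoff set at the mean activation of all tested compounds plus 3 SD, cut at about 54% in these data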;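 also: forskolin at 4 µM as EC80 and the EC20 agonist is SEW2871; 100% = SEW2871 at its EC100 plus forskolin at EC80; some compounds past the cut are filed as inactive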
# S1P3 agonist: agonists of human S1P3 receptor; 0.1% of 60,000 active; activation, % at 4.5 µM; S1P3 NFAT-BLA reporter cells, agonism, FRET ratio; relative to 1 µM S1P, basal subtracted; Q99500;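 active = activation above the screen-wide mean plus 3 SD, cut at about 4.5% in these data, passing the limit was not always enough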; also: some compounds called inactive have numbers as strong as hits
# Target sequence (Q99500 whole entry, looked up): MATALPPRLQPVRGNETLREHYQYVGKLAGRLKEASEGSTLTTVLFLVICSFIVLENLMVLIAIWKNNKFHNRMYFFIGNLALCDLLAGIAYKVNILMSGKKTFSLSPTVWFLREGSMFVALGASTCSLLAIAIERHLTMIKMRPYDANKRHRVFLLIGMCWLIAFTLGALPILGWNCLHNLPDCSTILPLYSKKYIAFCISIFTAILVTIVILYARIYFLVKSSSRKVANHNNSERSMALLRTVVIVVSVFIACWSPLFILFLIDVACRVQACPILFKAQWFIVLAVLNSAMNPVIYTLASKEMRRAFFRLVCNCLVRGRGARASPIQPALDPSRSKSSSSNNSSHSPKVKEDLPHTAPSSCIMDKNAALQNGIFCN
#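 Assay system: stable CHO line with human S1P3, Gα16, NFAT-BLA reporter; Detection: FRET β-lactamase substrate fluorescence, excitation 405 nm, 460/535 nm emission ratio, background-subtracted; Read-out: percent activation versus median 1 µM S1P response, basal-subtracted, per plate; Incubation: cells plated overnight, compound 4 h 37 °C, substrate 2 h RT.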
# HTR1E agonist: activates the human 5-HT1E serotonin receptor | P28566 | CHO 5-HT1E Ga15 NFAT-bla reporter, FRET; 0% DMSO wells, 100% control agonist wells | activation, % at 6 µM | 0.69% of 65,000 active;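 active = activation above a set limit, the screen-wide mean activation plus 3 SD, cut at about 8.5% in these data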;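 also: 100% = positive control agonist at 1 µM giving full maximal response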
# Active calls of the source: *; nt = no result given.
SMILES,M1 agonist,M1 antag,HTR1E antagonist,5HT1a ag,Jurkat tox 60K,5-HT1A blocker,S1P1 ag pot,S1P3 agonist,HTR1E agonist
Cc1cc(C)c(C)c(OCC(=O)NCCN(C)C)c1,-0.077,-0.92,-2,-1.7,-4,3,-16,-0.6,1.1
Cn1c(C(=O)NCc2ccccn2)cc2c(=O)n3ccccc3nc21,-0.00042,0.06,21,-0.2,3,-5,-33,-0.5,1.0
COc1ccc(-n2cnc3c(cnn3CCC#N)c2=N)cc1,-0.66,0.1,-6,-0.3,2,-5,-14,-0.5,0.2
CCc1ccc(OCc2ccc(C(=O)NCc3ccccn3)o2)cc1,0.73,0.82,0,-0.6,10,5,-10,-0.9,-0.1
COC(=O)C(NC(=O)c1ccccc1)(Nc1nc(C)cs1)C(F)(F)F (configuration not stated),-0.34,-0.055,3,0.6,nt,nt,11,-1.6,0.3
CN1C(=O)OC2(C)CCc3ccccc3C12C (configuration not stated),0.69,0.27,-7,-1.8,-1,-24,-36,-0.4,0.5
CCn1cc(NC(=O)Nc2ccccc2C(=O)OC)c(C(N)=O)n1,1.2,0.5,-9,-0.4,-10,-2,-15,-1.1,-0.5
COC(=O)C(CC(C)C)NC(=O)c1ccc(F)cc1 (configuration not stated),1.1,0.025,2,-0.3,-6,8,-16,-0.6,0.8
Cc1ccc(-c2nc(N)n(C(=O)Cc3ccccc3)n2)cc1,-0.41,0.03,-2,-0.3,2,11,18,-0.9,-0.9
CC1(C)Cc2c(c(-c3ccco3)nc3n[nH]c(N)c23)CO1,-0.28,-0.095,25,-0.9,1,6,-6,-0.9,0.0
CC1CCCC(NC(=O)C2CCN(S(=O)(=O)N3CCOCC3)CC2)C1C (configuration not stated),0.0028,-0.29,11,0.3,-4,-1,-10,-0.4,0.2
O=S(=O)(O)c1nc2ccccc2n1Cc1ccc(Cl)cc1,0.62,0.46,-1,-3.7,1,13,-24,-0.2,0.1
COc1cc2cc(CN(CCN3CCCC3)C(=O)Nc3ccccc3Cl)c(=O)[nH]c2cc1OC,0.083,-0.42,5,-2.4,-1,-3,-16,1.0,-0.7
CCN1CCN(C(=O)CN(Cc2ccccc2)S(C)(=O)=O)CC1,-0.84,-0.56,12,-0.1,9,14,nt,-1.2,-1.4
CCCCCNC(=O)CCCCn1c(=O)[nH]c2cc(OCC)c(OCC)cc2c1=O,-0.18,-0.038,-11,-0.4,-1,-9,-18,-1.6,-0.2
CCOc1ccc2nc(NCCO)[nH]c2c1,-0.34,-0.28,-14,-1.8,1,-8,-12,0.1,-1.0
O=C(NCc1ccco1)c1ccc2ccccc2c1,-0.0074,0.97,10,-2.6,1,-5,-13,-1.0,0.2
O=S(=O)(c1cc(C(F)(F)F)ccc1Cl)N1CCCCCC1,0.26,0.044,3,0.2,1,0,21,0.4,0.0
O=C1Nc2ccccc2OC1CC(=O)N1CCCC1 (configuration not stated),-0.49,0.25,-12,1.2,-4,-17,1,0.7,0.3
O=C(CSc1nnnn1Cc1ccccc1)Nc1ccc2c(c1)OCO2,0.0043,-0.65,-11,-1.5,-4,-16,-2,0.1,0.5
CCOc1ccc(OCc2cccc(C(=O)N3CCOCC3)c2)cc1,-0.024,0.62,1,0.0,0,1,-5,-0.8,-0.3
COc1cc2nc(COc3ccc(C#N)cc3)n(CC#N)c(=O)c2cc1OC,-0.56,-0.88,3,2.2,6,4,-18,-0.5,1.1
Cc1cc(C)cc(NC(=O)CSc2nnc(Cc3cccn3C)n2-c2ccc(F)cc2)c1,0.68,0.58,-2,-3.0,-6,26,-19,-0.4,1.1
COc1cc(-c2nc(-c3ccc(C)nc3OC)no2)cc(OC)c1OC,-0.032,-0.0023,-9,-1.8,0,14,0,-2.3,0.3
COc1ccc(CN2C(=O)c3cccnc3C2Nc2cc(Cl)c(OC)cc2OC)cc1 (configuration not stated),-0.88,-1.7,-1,-1.9,-3,-2,3,0.2,-0.8
# Further structures follow.
SMILES,M1 agonist,M1 antag,HTR1E antagonist,5HT1a ag,Jurkat tox 60K,5-HT1A blocker,S1P1 ag pot,S1P3 agonist,HTR1E agonist
Cc1noc(C)c1COC(=O)c1cc(=O)[nH]c2ccccc12,-0.012,0.6,8,-2.5,9,-6,-35,-0.9,-0.1
O=c1oc2ccccc2n1CCCCCn1c(=O)oc2ccccc21,0.34,0.19,2,2.5,7,-3,16,0.0,0.0
CCOC(=O)N1CCN(c2ccc(C(=O)c3ccccc3)cc2F)CC1,-0.17,0.4,0,0.5,6,3,19,-1.3,0.3
O=C(O)CSc1nnc(Cn2nnc3ccccc32)n1CCc1ccccc1,2.1,1.7,0,0.3,5,-8,-7,-0.3,-0.3
c1cc(-c2nc3cc(Cc4ccc5oc(-c6ccncc6)nc5c4)ccc3o2)ccn1,-0.59,-0.049,-2,-0.5,7,1,-26,0.0,18*
c1ccc(-n2c(Cc3cccnc3)nc3cnccc32)cc1,-0.025,-0.71,-9,2.2,nt,nt,7,-5.9,-0.7
Cc1ccc(C(C)C)c(OCCNS(C)(=O)=O)c1,-0.56,0.33,-13,-3.8,1,2,nt,-0.9,-1.7
Cc1ccc(Cc2c(C)nc3nc(SCC(=O)NCc4ccco4)nn3c2C)cc1,-0.75,-0.52,26,0.7,nt,27,nt,nt,-0.6
Cn1c(=O)oc2ccc(C(=O)CSc3nnnn3-c3ccccc3)cc21,0.053,-0.27,2,-3.2,0,-9,-17,-0.7,-0.5
Cc1c(N=C/C=C2\N(C)c3ccccc3C2(C)C)c(=O)n(-c2ccccc2)n1C,-0.45,-0.8,-3,-1.9,-2,13,-6,-0.1,0.4
CSc1ccccc1NC(=O)c1ccc(C)o1,-0.58,0.14,12,-3.1,2,6,10,-0.3,-1.7
CC(C)N1CC2=C(OC(N)=C(C#N)C2c2cccnc2)/C(=C/c2cccnc2)C1 (configuration not stated),2.1,-0.46,-1,0.0,nt,-8,nt,nt,-0.3
CC(=O)N(CN1C(=O)C2CC=CCC2C1=O)c1cccc(Cl)c1 (configuration not stated),-2,0.24,6,0.1,-2,5,18,-1.6,0.7
O=C(CNS(=O)(=O)c1cccc(C(F)(F)F)c1)Nc1ccccc1F,0.77,1.2,-4,0.2,4,4,nt,-0.1,0.2
CC1CCN(S(=O)(=O)c2cc(Cl)ccc2Br)CC1,-0.22,0.12,13,0.1,5,7,23,0.1,-0.6
CC1(C)CC(=O)c2c(Cc3ccccc3)n[nH]c2C1,-0.75,-0.004,-4,-2.0,3,-3,13,-0.9,-0.1
Cn1c(=O)c2c(nc(N3CCN(c4ccccc4)CC3)n2CCCc2ccccc2)n(C)c1=O,0.06,0.74,3,2.5,-3,-4,-1,-0.4,0.0
CCOC(=O)c1ccc(NC(=O)C2C3CCC(C3)C2C(=O)O)cc1 (configuration not stated),-0.32,-0.23,-10,0.4,2,-6,nt,-0.4,-0.4
CN(C)c1ccc(NC(=O)c2cccc(N3C(=O)C4C5C=CC(C5)C4C3=O)c2)cc1 (configuration not stated),-0.025,1,-5,-3.7,3,6,-10,0.1,-1.1
CCC(CC)C(=O)N1c2ccc(F)cc2CCC1C (configuration not stated),2.4,-0.41,-8,-2.2,2,16,-20,-0.5,0.3
COc1cc(C2c3c(-c4cc(C)cc(C)c4O)n[nH]c3C(=O)N2CCCO)cc(OC)c1OC (configuration not stated),-0.019,-0.12,-8,-3.4,-3,7,-30,-0.5,1.7
N#Cc1ccc(N2CCN(C(=O)c3cccc(F)c3)CC2)c(F)c1,-1.8,-0.74,15,-0.9,0,2,7,-1.7,0.7
CNC(=O)CSc1nnc(-c2cc(C)cc(C)c2)o1,1,0.17,6,-0.9,4,5,4,-0.5,-1.1
COC(=O)c1ccc(-c2sc3nc(N4CCOCC4)c4c(c3c2N)CC(C)(C)OC4)o1,2.6,-0.057,4,3.3,nt,nt,-31,0.8,0.7
CCN(CC)S(=O)(=O)c1ccc(C2CNC(=O)C2)cc1 (configuration not stated),0.054,0.26,3,-1.2,9,8,-1,-0.8,-1.5
# Continued.
SMILES,M1 agonist,M1 antag,HTR1E antagonist,5HT1a ag,Jurkat tox 60K,5-HT1A blocker,S1P1 ag pot,S1P3 agonist,HTR1E agonist
COc1cccc(N2CCCn3c2nc2c3c(=O)n(CCN3CCOCC3)c(=O)n2C)c1,0.16,0.65,4,-0.1,2,-5,-32,-1.1,0.1
CC1CCCC(C)N1C(=O)CSc1nc2ncnc(N)c2[nH]1 (configuration not stated),nt,nt,11,-2.4,8,0,6,-0.3,-1.4
COC(=O)C1C(=O)N2CCCSC2=C(C#N)C1c1cccs1 (configuration not stated),0.45,0.14,4,-3.9,5,0,-26,-0.9,-0.8
O=C(O)c1oc2ccccc2c1-n1cccc1,-0.82,-0.1,0,-0.3,-1,1,-5,-0.5,-0.1
CCCN(CCC)CCNC(=O)CS(=O)Cc1nc(-c2ccc(C)cc2)oc1C (configuration not stated),-0.28,1,6,-3.5,11,5,-6,-0.5,-0.6
Cc1cc(NC(=O)c2noc3c2CCCC3)no1,0.31,0.083,-19,0.5,6,-5,3,-0.8,0.6
CCNC(=O)c1cc2c(=O)n3cccc(C)c3nc2n(Cc2ccc(C)cc2)c1=N,0.79,-2.9*,0,5.3,4,7,-41,0.3,0.5
CCOC(=O)c1c(C)n(C)c2ccc(OCC(O)Cn3c(C)nc4ccccc43)cc12 (configuration not stated),2.1*,-1.4,18,1.4,8,14,nt,-1.0,0.8
C=Cn1nc(C)c2ccccc2c1=O,0.26,0.00074,4,-1.6,-4,-1,10,-0.4,1.0
Cc1ccccc1CS(=O)(=O)CCC(=O)NCCCN1CCOCC1,0.42,0.1,-9,-2.2,6,-1,4,-1.1,-0.2
CCOc1ccc(N(CC(=O)Nc2ccc(C)cc2)S(=O)(=O)c2c(C)noc2C)cc1,0.93,-0.99,-1,-1.7,3,1,17,-0.8,0.1
O=C(Nc1sc2c(c1C(=O)O)CCC2)c1cccs1,-0.28,0.2,-12,-0.8,6,-8,10,0.1,0.5
CC1(C)CC(=O)C2=C(C1)Nc1ccccc1NC2c1ccc2c(c1)OCO2 (configuration not stated),-0.15,0.11,9,-2.3,-1,10,-21,-1.5,-1.8
C=CCn1c(SCc2ccccc2)nnc1-c1cccnc1,-0.61,-0.72,-7,-0.3,-3,-4,nt,-0.9,0.7
CCOC(=O)c1cc(-c2ccc(F)cc2)n(CC(=O)Nc2nccs2)c1C,-0.4,0.0063,-3,-1.5,-1,11,-1,-1.1,-1.3
COc1ccccc1-n1c(=O)[nH]c2c(C(N)=O)nc(CC(C)C)nc21,0.19,0.16,7,-1.0,2,-8,-19,-1.3,0.4

# Rewritten as labelled records: 3 of the compounds above
> C=Cn1nc(C)c2ccccc2c1=O
  M1 agonist = 0.26; M1 antag = 0.00074; HTR1E antagonist = 4; 5HT1a ag = -1.6; Jurkat tox 60K = -4; 5-HT1A blocker = -1; S1P1 ag pot = 10; S1P3 agonist = -0.4; HTR1E agonist = 1.0

> Cc1ccccc1CS(=O)(=O)CCC(=O)NCCCN1CCOCC1
  M1 agonist = 0.42; M1 antag = 0.1; HTR1E antagonist = -9; 5HT1a ag = -2.2; Jurkat tox 60K = 6; 5-HT1A blocker = -1; S1P1 ag pot = 4; S1P3 agonist = -1.1; HTR1E agonist = -0.2

> CCOc1ccc(N(CC(=O)Nc2ccc(C)cc2)S(=O)(=O)c2c(C)noc2C)cc1
  M1 agonist = 0.93; M1 antag = -0.99; HTR1E antagonist = -1; 5HT1a ag = -1.7; Jurkat tox 60K = 3; 5-HT1A blocker = 1; S1P1 ag pot = 17; S1P3 agonist = -0.8; HTR1E agonist = 0.1
